Screens: PubChem, Southern Research Specialized Biocontainment Screening Center
M. tuberculosis HTS – M. tuberculosis growth inhibition, HTS (AID 449762). M. tuberculosis H37Rv growth inhibition, 7H9 media; higher % means a stronger effect. one-dose inhibition, % at 25 µM; IC50 in µM for titrated hits. 0.59% of 330,000 active; in the data active = a potency from the dose series; inconclusive = inhibition above about 70% without an active follow-up result;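 also: bacterial growth assessed after seven days of incubation; strong numbers were not always called active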
H1N1 NS1A inhibition – NS1A inhibition, H1N1 influenza, cell based functional assay (AID 504329); NS1A functional cell-based assay, percent inhibition; higher % means a stronger effect; inhibition, % at 12.5 µM, or IC50 in µM where a hit was titrated; 0.3% of 340,000 active; in the data active = a potency from the dose series; inconclusive = inhibition above about 27% without an active follow-up result; also: strong numbers were not always called active
inhibitors of VEEV – inhibitors of VEEV TC-83 cytopathic effect, confirmation, Vero cells (AID 588727). Vero cells, VEEV TC-83 cytopathic effect inhibition; higher % means a stronger effect. inhibition, % at 20 µM; hits with a dose series show IC50 in µM. 0.13% of 350,000 active; in the data active = a potency from the dose series; inconclusive = inhibition mostly from about 14% at the one dose, without a potency; inactive = the rest, 99 in 100 with inhibition below about 12%; also: strong numbers were not always called active
tuberculosis growth – growth inhibition of non-replicating M. tuberculosis (AID 488890) | one-dose inhibition, % at 25 µM; IC50 in µM for titrated hits | Mycobacterium tuberculosis non-replicating, growth inhibition; higher % means a stronger effect | 0.39% of 320,000 active; in the data active = a potency from the dose series; inconclusive = inhibition mostly from about 82% at the one dose, without a potency; inactive = the rest, 99 in 100 with inhibition below about 76%;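 also: plate controls were DMSO cells for no effect and high antibiotic wells for full effect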
PhoP GFP inhibition – Inhibition of PhoP regulon, Salmonella typhi GFP reporter cells, confirmation, 4 h (AID 1850) | 0.33% of 310,000 active | Salmonella Typhi PhoP-promoter GFP reporter, fluorescence, 4 h; higher % means a stronger effect | inhibition, % at 50 µM; hits with a dose series show IC50 in µM; in the data active = a potency from the dose series; inconclusive = inhibition mostly from about 25% at the one dose, without a potency; inactive = the rest, 99 in 100 with inhibition below about 19%;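 also: 0% = induced wells with vehicle and 100% = uninduced wells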
inhibitors of VEEV 10K pilot screen – also measured in inhibitors of VEEV; calls as there; inhibition, %; measured here: 10K pilot screen inhibition
Active calls of the source: *; i = inactive; ? = inconclusive; nt = no result given; & = joins results of further samples.

SMILES | M. tuberculosis HTS | H1N1 NS1A inhibition | inhibitors of VEEV | tuberculosis growth | PhoP GFP inhibition | others
Cc1cc(C)cc(OCCN2CCOCC2)c1 | -1% | -3% | i | -14% | -3%
COc1ccccc1NC(=O)c1ccc(C)s1 | -1% | 3% | i | 7% | 1%
Cc1cc(C(=O)Nc2sccc2C(N)=O)c(C)o1 | 3% | 3% | 4.1% | 12% | nt
Cc1occc1C(=O)NCc1nc(-c2ccc(Cl)cc2)no1 | 10% | 11% | 2.7% | 0% | -9%
COc1cc(Br)c(CC2c3cc(OC)c(OC)cc3CCN2C)cc1OC (stereo not drawn) | nt | 1% | 0.0% | nt | nt
Cc1onc(C(=O)/C=C/N(C)C)c1C(=O)Nc1nccs1 | 5% | 7% | 1.9% | -6% | 7%
Cc1cccc(CCN(CC(=O)NCc2ccc(F)cc2)C(=O)c2csnn2)c1 | 7% | 3% | 0.1% | 6% | -1%
Cn1cc(Cl)c(-c2nc3ccccc3[nH]2)n1 | -8% | -7% | 0.8% | -1% | 4% | inhibitors of VEEV 10K pilot screen=1.6
CCCn1c(SCC(=O)N2CCCC(C)C2)nnc1-c1ccccn1 (stereo not drawn) | 6% | -4% | 2.7% | -2% | -4%
Fc1ccccc1NC(=S)Nc1ccc(CN2CCOCC2)cc1 | 2% | -3% | 1.1% | 12% | 1%
N#C/C(=N\Nc1cccc([N+](=O)[O-])c1)C(=O)c1ccc(Br)cc1 | ? | 2% | 11% | ? | -10%
CC(C)C[C@H]1CNC(=O)C(=O)N1CC1CCN(CC2CCC(C(C)(C)C)CC2)CC1 (stereo partly drawn) | nt | -6% | i | nt | nt
COc1ccc2c(c1)sc1nc(-c3ccccc3)cn12 | ? | 1% | 6.1% | 41% | -5%
COc1cccc(OC)c1C(=O)Nc1nc2cc3c(cc2s1)OCO3 | 13% | 10% | 0.5% | 1% | 1%
O=C(c1nc[nH]c1C(=O)N1CCN(c2ccccc2)CC1)N1CCN(c2ccccc2)CC1 | -10% | 5% | 0.2% | 1% | nt
COc1ccc(CS(=O)(=O)CC2(O)CCN(C(=O)c3cccc(C(F)(F)F)c3)CC2)cc1 | -7% | 2% | i | -7% | -5%
O=S(=O)(c1ccc(-c2csc(Nc3ccc(F)cc3)n2)cc1)N1CCCC1 | -1% | -2% | 2.2% | 9% | -4%
CC(=O)c1ccc(OCC(O)CN2CCN(Cc3ccc4c(c3)OCO4)CC2)cc1 (stereo not drawn) | -10%&3% | -4%&-5% | 0.5%&0.3% | 8%&9% | -3%&-3%
CN(C)c1nccc(N(Cc2ccccc2)Cc2ccccc2)c1C#N | 5% | 0% | 4.5% | 46% | -3%
CC(C)(C)NC(=O)CSc1n[nH]c(=O)n1-c1ccccc1 | -6% | -6% | 0.7% | 1% | -4%
Cc1ccc2nc(Nc3nc(C)cc(C(F)(F)F)n3)nc(C)c2c1 | 9% | 12% | 6.9% | 39% | -8%
Cc1ccccc1CC(=O)Nc1ccc(C(=O)N2CCCC2)cc1 | -4% | -5% | 0.1% | 15% | -5%
O=C(/C=C/c1ccc2c(c1)OCCCO2)c1ccccc1O | -5% | -6% | 7.6% | 53% | 2%
Cc1ccc(-c2nnc(SCC(=O)N/N=C/c3c(C)nn(-c4ccccc4)c3C)n2-c2ccccc2)cc1 | -11% | -6% | 9.8% | 7% | -8%
COc1cc(NC(=O)COC(=O)CNC(=O)C2CCCCC2)cc(OC)c1 | 9% | -6% | i | 4% | nt

(more compounds)
SMILES | M. tuberculosis HTS | H1N1 NS1A inhibition | inhibitors of VEEV | tuberculosis growth | PhoP GFP inhibition | others
Cn1c(=O)c(=O)n(C)c2cc(N3CCOCC3)c(NS(=O)(=O)c3ccc([N+](=O)[O-])cc3)cc21 | 12% | -7% | 2.4% | 18% | -22%
C=CC[n+]1c(/C=C2\C=Cc3cc(C)ccc3N2CC)ccc2ccccc21 | ? | 12µM* | 5.5% | ? | -11%
COc1cc(-c2noc(CCCC(=O)NCc3ccco3)n2)cc(OC)c1OC | -7% | 1% | 0.9% | -4% | 11%
CC1CN(C(=O)c2cc3cc(Br)ccc3[nH]2)CC(C)O1 (stereo not drawn) | 9% | -1% | 1.0% | 15% | -1%
O=c1c2ccccc2c(C=Nc2cccc(S(=O)(=O)NCc3ccco3)c2)c(O)n1-c1ccc(Cl)cn1 | 0% | -3% | 12% | 38% | -13%
O=C1CCCC/C=C\C[C@H](CC(=O)N(CCO)Cc2ccccc2)C(=O)NCCO1 | -2% | -1% | 0.2% | 6% | nt | inhibitors of VEEV 10K pilot screen=0.9
COc1cccc(CNC(=O)C2Cc3ccccc3CN2C(C)=O)c1 (stereo not drawn) | -7% | -9% | 0.8% | -4% | 2%
CC1Sc2ccc(S(=O)(=O)N3CCC(C(=O)NCc4ccccc4)CC3)cc2NC1=O (stereo not drawn) | 3% | 1% | 4.7% | 28% | -3%
O=C1c2cccc3c([N+](=O)[O-])c(O)cc(c23)C(=O)N1Nc1ccccc1 | -8% | -1% | 2.4% | 64% | 7%
CCN(CC)Cc1c(NC(=O)c2ccccc2)sc(C)c1C | 7% | 1% | i | 22% | -4%
Cc1ccc(SCC(=O)Nc2ccccc2N2CCOCC2)cc1 | 9% | -16% | 2.5% | -12% | -32%
COc1ccc(-c2nc(CC(=O)O)cs2)cc1 | -7% | 2% | 0.9% | -13% | -5%
O=C(Nc1cccnc1)c1ccc2c(c1)C(=O)N(CC1CCCO1)C2=O (stereo not drawn) | -5% | -12% | i | -15% | -6%
Cc1cc(C)c(OCC(=O)OCCNC(=O)c2cccnc2)c(C)c1 | 0% | -4% | 0.6% | -5% | -8%
COCCn1nc2cc(C(=O)NCC34CC5CC(CC(C5)C3)C4)ccc2c1OC | -10% | 0% | 0.5% | -9% | -11%
CC(=O)c1cnc2c(-c3ccccc3)c(C)nn2c1C | 1% | -3% | i | 4% | -5% | inhibitors of VEEV 10K pilot screen=0.8
Cc1ccc(S(=O)(=O)NC(=O)CSc2nc3ccccc3s2)cc1 | -8% | 0% | 2.8% | 6% | 2% | inhibitors of VEEV 10K pilot screen=0.8
CCOc1ccc(NC(=O)CSc2nc(-c3cccs3)cc(C(F)(F)F)n2)c([N+](=O)[O-])c1 | 13% | 0% | i | 8% | -5%
COc1ccc(C2=CSC3=NCCN23)cc1[N+](=O)[O-] | -3% | 22% | 0.1% | -3% | 13%
COc1ccc(S(=O)(=O)CC(=O)Nc2ccccc2Cl)cc1 | 5% | -3% | 0.8% | 4% | 7%
CC(=C1C(=O)c2ccccc2C1=O)N1CCc2ccccc2C1 | 5% | 0% | 0.6% | 10% | -5%
CN=c1scc(-c2ccc(F)cc2)n1/N=C/c1ccc(O)c(O)c1 | nt | ? | 3.2% | nt | nt
CCN(CC)C(=O)Cn1cc(C(=O)C(=O)NCc2cccnc2)c2ccccc21 | -6% | 1% | i | nt | 2%
COc1ccc([C@@H]2CC=C(C(=O)O)[C@H](c3ccccc3)N2S(=O)(=O)c2ccccc2C)cc1 | 1% | -3% | i | 12% | -1%
COc1cc(NC(=O)C2CCN(S(=O)(=O)c3ccc4c(c3)CC(C)N4C(C)=O)CC2)cc(OC)c1OC (stereo not drawn) | -2% | -3% | 1.9% | 12% | 7%

Continued.
SMILES | M. tuberculosis HTS | H1N1 NS1A inhibition | inhibitors of VEEV | tuberculosis growth | PhoP GFP inhibition | others
CCN1CCCC1CNC(=O)C(=O)NC1CC1 (stereo not drawn) | 4% | 4% | 0.4% | -14% | -9%
C=CCN(C(=O)c1ccccc1)C1CCS(=O)(=O)C1 (stereo not drawn) | -1% | 2% | 1.9% | -17% | 14%
CN(Cc1ccccc1)S(=O)(=O)c1ccc2[nH]c(=O)oc2c1 | -5% | -4% | 8.9% | 27% | -15%
CS(=O)(=O)N(CC(=O)N1CCN(Cc2ccccc2)CC1)c1ccccc1F | -5% | 0% | 0.3% | -15% | 2%
CC(C)c1nc(SCC(=O)N2CC(=O)Nc3ccccc32)c2ccccc2n1 | -9% | 2% | 7.5% | 12% | 9%
CSc1ccc(CN2C(=O)NC3(CCCCC3)C2=O)cc1 | 2% | -1% | 3.0% | -1% | 0%
COc1ccc([N+](=O)[O-])cc1N(CC(O)CN1CCCCC1)S(=O)(=O)c1ccc(C)cc1 (stereo not drawn) | 9% | -19% | i | 5% | 5%
CCOC(=O)C1CCN(C(=O)c2cc3c(=O)n4ccccc4nc3n2C)CC1 | 5% | -4% | 0.0% | -10% | -3%
Cc1ncc([N+](=O)[O-])n1CCOC(=O)NC(NCc1ccccc1Cl)C(Cl)(Cl)Cl (stereo not drawn) | 10% | 3% | 0.3% | 22% | 4%
COc1cccc(OCC(O)CN2CCN(C(c3ccccc3)c3ccccc3)CC2)c1 (stereo not drawn) | ? | 2% | i | 22% | 0%
O=C(c1cccs1)c1coc2ccc(O)c(CN3CCOCC3)c12 | 5% | -17% | 0.5% | 19% | 12%
N#Cc1ccccc1NC(=O)Nc1ccc(Cl)cc1 | -11% | 1% | 1.5% | -1% | 7% | inhibitors of VEEV 10K pilot screen=1.5
Cc1cc(NCc2ccccn2)nc2ccccc12 | -7% | 7% | i | 13% | 0%
C=CCOC(=O)C(C#N)c1nc2ccccc2nc1N1CCN(c2ccccc2OCC)CC1 (stereo not drawn) | 8% | 4% | 1.2% | 13% | -11%
CN1C(N)=NC(=O)/C1=C/c1ccc(F)cc1 | 3% | nt | i | -1% | -3%
CC(C)(CNC(=O)c1ccc(S(=O)(=O)N2CCCC2)cc1)N1CCOCC1 | 0% | 1% | i | -7% | -2%
COc1ccc(C2C3=C(Nc4ncnn42)c2ccccc2CCC3)cc1 (stereo not drawn) | -5% | 2% | 1.6% | 6% | -2%
O=C(NN1C(=O)NC2(CCCCC2)C1=O)c1ccc(-c2ccccc2Cl)o1 | -5% | 1% | 4.7% | 6% | nt
O=C(/C=C/c1cccc(O)c1)c1cccnc1 | ? | 7% | 8.0% | -3% | 1%
CCN1CCCC1CN(Cc1cc2cc(OC)ccc2[nH]c1=O)C(=O)NCc1ccccc1 (stereo not drawn) | -1% | 14% | 9.5% | 62% | -4%
O=C(Nc1cccc(Cl)c1)Nc1csc([N+](=O)[O-])c1 | ? | nt | i | ? | -2%
COc1ccc(C2CC(=O)N3C(=C2C#N)SCC3(O)c2ccccc2)cc1 (stereo not drawn) | ? | 6% | i | 4% | 5% | inhibitors of VEEV 10K pilot screen=4.4

Compounds from the list above that have a Cl atom (8):
SMILES | M. tuberculosis HTS | H1N1 NS1A inhibition | inhibitors of VEEV | tuberculosis growth | PhoP GFP inhibition | others
Cc1occc1C(=O)NCc1nc(-c2ccc(Cl)cc2)no1 | 10% | 11% | 2.7% | 0% | -9%
Cn1cc(Cl)c(-c2nc3ccccc3[nH]2)n1 | -8% | -7% | 0.8% | -1% | 4% | inhibitors of VEEV 10K pilot screen=1.6
O=c1c2ccccc2c(C=Nc2cccc(S(=O)(=O)NCc3ccco3)c2)c(O)n1-c1ccc(Cl)cn1 | 0% | -3% | 12% | 38% | -13%
COc1ccc(S(=O)(=O)CC(=O)Nc2ccccc2Cl)cc1 | 5% | -3% | 0.8% | 4% | 7%
Cc1ncc([N+](=O)[O-])n1CCOC(=O)NC(NCc1ccccc1Cl)C(Cl)(Cl)Cl (stereo not drawn) | 10% | 3% | 0.3% | 22% | 4%
N#Cc1ccccc1NC(=O)Nc1ccc(Cl)cc1 | -11% | 1% | 1.5% | -1% | 7% | inhibitors of VEEV 10K pilot screen=1.5
O=C(NN1C(=O)NC2(CCCCC2)C1=O)c1ccc(-c2ccccc2Cl)o1 | -5% | 1% | 4.7% | 6% | nt
O=C(Nc1cccc(Cl)c1)Nc1csc([N+](=O)[O-])c1 | ? | nt | i | ? | -2%

No enrichment for hits; overall some 1.6% were active at least once.
